# Pf apPOL block: Pf-apPOL inhibitors, biochemical, fluorescence. 0.25% of 210,000 active. Plasmodium falciparum apicoplast DNA polymerase (apPOL). inhibition, % at 10 µM. Recombinant Pf-apPOL, molecular beacon fluorescence, 1.5 h
# mHTT CaM bind: mutant huntingtin-calmodulin interaction inhibitors – biochemical, AlphaScreen, primary screen. P42858. inhibition, % at 15 µM. AID 1671202, 2021. AlphaScreen His-mHTT/GST-CaM binding, luminescence. 3.6% of 190,000 active;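 also: 0% = both proteins with DMSO and 100% = one protein alone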
# An asterisk follows results filed as active; i = inactive; / = not tested or not shown; & = joins results of further samples. Rule as the data show it: active = inhibition above about 50%; inactive = the rest. A portion of the library; the hit share may differ from the screen's.
SMILES,Pf apPOL block,mHTT CaM bind
Cc1ccc([N+](=O)[O-])cc1NC(=O)COc1ccccc1Br,-1,-5
CC(C)n1cnnc1C1CCCN(C(=O)Cc2c[nH]c3ccccc23)C1 (configuration not stated),-5,11
CC(CC(=O)Nc1ccc(Cl)cn1)c1ccccc1 (configuration not stated),-6,-11
Cc1[nH]nc(SCC(=O)Nc2ccc3c(c2)OCO3)c1[N+](=O)[O-],2,22
O=C(CCCS(=O)(=O)Cc1ccccc1)Nc1ccc(-c2nc3ccccc3[nH]2)cc1,-5,1
CN1CCN(S(=O)(=O)c2cc(C(=O)Nc3ccccc3[N+](=O)[O-])ccc2Cl)CC1,-11,11
Cc1nc2c(=O)[nH]c3ccccc3c2o1,-1,4
O=C(Cn1nc2c(Oc3ccccc3)nccn2c1=O)Nc1ccc(F)cc1Cl,29,-4
COc1ccc(C2CC(c3ccc(C(C)C)cc3)Nc3nnnn32)c(OC)c1 (configuration not stated),1,29
O=C1C(=Cc2cc[n+](Cc3ccccc3)cc2)Oc2cc(O)ccc21,-10&1,19&13
Cc1c(Cl)cccc1NC(=O)N1CCn2cccc2C1C(C)C (configuration not stated),-5,4
Cc1cc2ncn(CC(O)COc3ccccc3C(=O)O)c2cc1C (configuration not stated),-1,-2
COc1cc(Cl)cc(/C=C2\C(=O)Nc3ccc(Br)cc32)c1OC,-3,57*
COc1cccc2cc(C(=O)NC(C)=O)c(=Nc3cccc(C(F)(F)F)c3)oc12,-3,0
c1ccc(-c2noc(-c3ccc(NC4CCCCCC4)nc3)n2)cc1,1,-12
CC1=C(C(=O)Nn2cnc3cccc(F)c3c2=N)Sc2ccccc2N1,-4,/
COc1ccc(NC(=O)c2ccc(C)o2)c(OC)c1,0,14
CN1c2cc(C(=O)NCc3cccc(F)c3)ccc2C(=O)N2CCCCC21 (configuration not stated),-3,6
Cc1ccc(C(=O)N2CCN(c3ccc([N+](=O)[O-])cc3)CC2)cc1C,-7,4
Cc1c(C(=O)Nc2ccccc2)c(-c2ccc(Cl)cc2Cl)nn1-c1ccc([N+](=O)[O-])cc1,-5,/
Cc1ccc(N2C=C(C(=O)N3CCCCC3)S(=O)(=O)c3ccccc32)cc1F,-1,-2
NC(N)=NC(N)=Nc1ccccc1Oc1ccc(Cl)cc1Cl,2,/
CC1CCC2(CC1)SCC(=O)N2c1ccccc1 (configuration not stated),-1,0
O=C1C(N2CCCN(S(=O)(=O)c3cccc4nsnc34)CC2)CCN1CC1CC1 (configuration not stated),-5,6
Cc1ccc(N2CCN(C(C)C(=O)NCc3cccnc3)CC2)cc1C (configuration not stated),3,34
CC(C)(C)C1CCC2(CC1)NC(=O)N(CC(=O)NCc1ccccc1)C2=O (configuration not stated),-5,2
Cc1ccc(C)c(CNC(=O)c2ccc(NC(=O)C3CC3)cc2N2CCOCC2)c1,4,15
CCc1nnc2c3c4c(sc3ncn12)CC(C)CC4 (configuration not stated),-6,-2
CS(=O)(=O)N(CC(=O)Nc1ccc(CSc2ccccc2)cc1)c1ccccc1F,-11,6
CCC1CCCCN1S(=O)(=O)c1ccc(C(=O)Nc2nnc(-c3ccc(F)cc3)o2)cc1 (configuration not stated),-22,5
Cc1nn(-c2nc3ccccc3s2)c2c1C(c1cccc(F)c1F)CC(=O)N2 (configuration not stated),-2,-8
O=c1[nH]c(SCc2ccc(F)cc2)nc2c1CN(Cc1ccccc1)CC2,0,-3
O=C(O)CCN(CC(=O)O)C(=O)c1ccccc1,-6,4
CN1C(=O)C(=O)C(=C(O)c2ccc(Cl)cc2)C1c1ccc(F)cc1 (configuration not stated),-1,-5
COc1ccc(Br)cc1CN1C(=O)CCC1(C)C(=O)NC1CCCC(C)C1C (configuration not stated),-21,15
COc1cccc2c1OC1(C)CC2NC(=O)N1c1cccc(SC)c1 (configuration not stated),-4,3
Cc1ccc(C(=O)N2CCC(c3cc(N)on3)CC2)cc1,1,-2
CC(C)CNC(=O)C1CCN(c2ccc(Cl)cc2F)C1=O (configuration not stated),0,-9
CCCC(=O)OC1CC(n2cc(C)c(=O)[nH]c2=O)OC1CO (configuration not stated),/,-2
CC(C)C1N=C(c2ccc3c(c2)OCO3)CC(c2ccccc2O)N1 (configuration not stated),-6,31
CCc1ccc(OCC(=O)NC2CC(C)(C)NC(C)(C)C2)cc1,3,-3
Cc1cc(Br)ccc1NC(=O)Cn1cnc(C)c(C)c1=O,3,-5
C=CCn1c(C(=O)N2CCCC2)cc2sc(C)cc21,-8,26
O=C(c1cc(=O)c2ccccc2o1)N1CCc2ccccc2C1,-12,-13
COCCn1cnc2sc(C(=O)Nc3c(F)cc(F)cc3Br)c(C)c2c1=O,-1,2
CC(C)(C)OC(=O)NCCNc1ccc(C(F)(F)F)cc1N,-5,/
Oc1c(C(Nc2cccc(C(F)(F)F)c2)c2cccnc2)ccc2cccnc12 (configuration not stated),-4,99*
Cc1cc(C)nc(Nc2nc(CC(=O)Nc3nc(C)c(C(=O)N(C)C)s3)cs2)n1,-10,3
O=C(c1ccc(F)c(F)c1)N1CCN(c2cc(N3CCCC3)c(F)cc2[N+](=O)[O-])CC1,5,10
NNc1nc(-c2ccccc2)c2cc(Br)ccc2n1,-10,76*
O=C(Nc1ccccc1F)O[C@H]1CCC12CCC(c1ccccc1)CC2 (some centres not stated),-4,-88
CCCCN(C)Cc1c(O)ccc2c1OC(=Cc1cccnc1)C2=O,-11,-8
Cc1cc(O)c(C(C)(C)C)cc1Sc1cc(C(C)(C)C)c(O)cc1C,/,100*
Cc1cccc(-c2nc(-c3ccc(N4CCN(c5ccc(C(F)(F)F)cn5)CC4)nc3)no2)c1,3,/
O=C1NCCCc2nc(Oc3ccccc3)sc21,-7,-5
CC(C)(C)NC(=O)CSc1nnnn1-c1ccc(C(N)=O)cc1,4,-3
CC(=O)N/C(=N\OCc1ccccc1F)c1nonc1NC(C)=O,-6,i
Cn1ccnc1SCC(=O)Nc1ccccc1C(F)(F)F,1,-3
COc1ccc(OC)c(NS(=O)(=O)Cc2ccccc2)c1,-3,49
O=C(CN1C(=O)C(c2ccccc2)=NC12CCCC2)Nc1ccc(F)cc1,-5,0

# The results go on.
SMILES,Pf apPOL block,mHTT CaM bind
CN(C(=O)c1ccc(Cl)cc1[N+](=O)[O-])c1ccccc1,-3,1
O=C(c1cccc(Br)c1)N1CCC2(O)CCCCC2C1 (configuration not stated),-14,-7
Cc1noc(COC2CCN(S(=O)(=O)c3c(C)noc3C)CC2)n1,0,-1
O=C(O)CCn1c(SCC(=O)Nc2ccc(F)cc2)nc2ccsc2c1=O,-7,11
COc1cccc(/C=C2/N=C(SC)SC2=O)c1,4,6
CC(C)CCNC(=O)c1ccc(CS(=O)(=O)Cc2ccccc2Cl)o1,-13,-2
COc1cccc(N(CC(=O)NC(C)c2ccccc2)S(C)(=O)=O)c1 (configuration not stated),-5,-3
CCCC(=O)Nc1ccc(S(=O)(=O)NCCOc2cccc(C(F)(F)F)c2)cc1,-1,-13
Cc1c(Cc2ccccc2)[nH]c2ccccc12,1,100*
N#CC1=C(N)Oc2n[nH]c(-c3ccc(F)cc3)c2C1c1cccc(F)c1 (configuration not stated),-4,12
O=C(Nc1c2c(nn1-c1ccc(F)cc1)CS(=O)C2)c1ccc(Br)cc1 (configuration not stated),-2,9
O=C1CC(c2ccccc2)Sc2nc(-c3ccc(F)cc3)nn21 (configuration not stated),-2&-9,-9&-1
COc1cc(C(=O)ON=Cc2ccccc2OC(F)(F)F)cc(OC)c1OC,-6,/
Brc1ccc2c(c1)c1ccccc1n2CN1CCCCC1,-5,/
Cc1nnc(-c2cccn2CC(=O)Nc2cc(Cl)ccc2C)o1,-2,-5
O=C(Nc1ccc(F)cc1F)N1CC2CC1CC2NS(=O)(=O)c1ccccc1 (configuration not stated),-2,-2
O=C(NCc1cccnc1)C1CCCN(c2ccc(-c3ccc(F)cc3)nn2)C1 (configuration not stated),-23,-7
CCOc1ccccc1CN1CCC(C(=O)N2CCCCC2)CC1,1,-4
COc1cc(CN2CCCC2c2cc(C(C)C)on2)ccc1O (configuration not stated),-2,7
CCc1ccccc1NC(=O)N1CCC(N2CCN(Cc3ccccc3)C2=O)CC1,-5,6
CCN(CC)c1ncc2c(n1)CCC(C(=O)N(C)CC(=O)N1CCCCCC1)C2 (configuration not stated),-7,6
COc1ccccc1NC(=O)C1CC(Cl)=CCC1C(=O)O (configuration not stated),0,3
Cc1cc(N2CCC(C)CC2)nc2ccc(NC(=O)c3cnccn3)cc12,-5,8
Cc1ccc2c(c1)N(c1cccc(C)c1C)C=C(C#N)S2(=O)=O,-2,-8
O=C(c1ccc(CS(=O)(=O)Cc2ccc(Cl)cc2)o1)N1CCCC1,-8,-8
CC(=O)c1cccc(NC(=O)N2CCc3c(c(COc4ccc(F)cc4)nn3C)C2)c1,0,35
CCCn1cnnc1C1CCN(C(=O)COc2ccc(F)cc2)CC1,-4,-8
Cc1c(C(=O)N2CCN(c3ccccc3)CC2)sc2nc(-c3ccccc3)cn12,0,7
CCOc1ccc(NC(=O)CCN2C(=O)c3ccccc3C2=O)cc1,-2,-2
CCC(CC)NC(=O)Cc1ccc(F)cc1,-7,-1

# Retrieved one by one from above, 5 records:
SMILES,Pf apPOL block,mHTT CaM bind
O=C(O)CCn1c(SCC(=O)Nc2ccc(F)cc2)nc2ccsc2c1=O,-7,11
CCCC(=O)Nc1ccc(S(=O)(=O)NCCOc2cccc(C(F)(F)F)c2)cc1,-1,-13
Cc1ccc(N2CCN(C(C)C(=O)NCc3cccnc3)CC2)cc1C (configuration not stated),3,34
Oc1c(C(Nc2cccc(C(F)(F)F)c2)c2cccnc2)ccc2cccnc12 (configuration not stated),-4,99*
Cc1c(C(=O)N2CCN(c3ccccc3)CC2)sc2nc(-c3ccccc3)cn12,0,7

# 3 compounds already listed, ordered by molecular weight, ascending.
SMILES,Pf apPOL block,mHTT CaM bind
CCC(CC)NC(=O)Cc1ccc(F)cc1,-7,-1
CCOc1ccc(NC(=O)CCN2C(=O)c3ccccc3C2=O)cc1,-2,-2
Cc1c(C(=O)N2CCN(c3ccccc3)CC2)sc2nc(-c3ccccc3)cn12,0,7

# As a working copy, some entries already given:
SMILES,Pf apPOL block,mHTT CaM bind
O=C(NCc1cccnc1)C1CCCN(c2ccc(-c3ccc(F)cc3)nn2)C1 (configuration not stated),-23,-7
CCOc1ccccc1CN1CCC(C(=O)N2CCCCC2)CC1,1,-4
COc1cc(CN2CCCC2c2cc(C(C)C)on2)ccc1O (configuration not stated),-2,7
CCc1ccccc1NC(=O)N1CCC(N2CCN(Cc3ccccc3)C2=O)CC1,-5,6
CCN(CC)c1ncc2c(n1)CCC(C(=O)N(C)CC(=O)N1CCCCCC1)C2 (configuration not stated),-7,6
COc1ccccc1NC(=O)C1CC(Cl)=CCC1C(=O)O (configuration not stated),0,3
Cc1cc(N2CCC(C)CC2)nc2ccc(NC(=O)c3cnccn3)cc12,-5,8

# Other records follow.
SMILES,Pf apPOL block,mHTT CaM bind
CCc1c(C(=O)N2CCN(C(C)=O)CC2)c(CC(C)C)nn1-c1ccc(F)cc1,2,14
COc1ccc(OC)c2[nH]c(=O)c(CCNC(=O)Cc3ccc(F)cc3)cc12,-5,9
COc1ccc(C(=O)N2CC(C)N(C(=O)c3ccc(OC)cc3)CC2C)cc1 (configuration not stated),-4,2
Cc1ccc(CNC(=O)CN2CCC3(CC2)N=C(c2ccc(C)cc2)C(=O)N3)cc1,1,50
Cc1ccc(C)c(NC(=O)Cn2[nH]c3c(cnc4ccc(Cl)cc43)c2=O)c1,0,19
COc1ccc(C(=O)Nc2cc(-c3cccnc3)no2)cc1F,3,-13
COc1ccc(CN2CCCC2c2cc(C)no2)cc1OC (configuration not stated),-9,26
Nc1nc(CSc2nnc(-c3ccccc3)n2Cc2ccccc2)nc(Nc2ccccc2)n1,-1,46
COC(=O)c1ccc(NC(=O)C(=O)NCC2(c3cccs3)CCCC2)cc1,-5,-8
Cc1oc(C2CCN(C(=O)c3c(F)cccc3Cl)CC2)nc1C(=O)N1CCCCC1,-3,7
CCn1c(C2CCN(C(=O)c3cc(C)ccc3C)C2)nc2cccnc21 (configuration not stated),-7,-5
COc1ccc(/C=N/OCC(=O)Nc2sc3c(c2C#N)CC(C)(C)NC3(C)C)cc1,-2,i
O=C(c1cccs1)N1CCN(c2ncccn2)CC1,-1,-1
CC1C(=O)C(C)C(c2ccccc2)NC1c1ccccc1 (configuration not stated),1,-3
CC(C)(C)NC(=O)Cn1ccc2sccc2c1=O,-6,-3
O=S(=O)(c1cccc2nsnc12)N1CCC(CN2CCCCCC2)CC1,2,-3
COc1ccc(CN2CCN(C(=O)c3ccc4cc[nH]c4c3)CC2)cn1,-5,33
Cc1c(C(=O)Nc2cccc(-c3nc4ncccc4o3)c2)cccc1[N+](=O)[O-],9,3
CCOc1ccc(C(=O)N2CC(C)C(c3nc(-c4ccncc4)no3)C2)cc1 (configuration not stated),2,7
N#CCCn1ncc(C#N)c1N,-3,/
Cc1ccc(C(C)C)c(OCC(=O)O)c1,1,-4
O=C(CN1CCCN(S(=O)(=O)c2ccc(F)cc2)CC1)c1ccc2c(c1)OCO2,3,34
COc1ccc(C)cc1NC(=O)C1C2C=CC(C2)C1C(=O)O (configuration not stated),-4,1
Cc1ccc(C)c(NC(=O)COc2cc(C)nc(N3CCCC3)n2)c1,-2,-6
c1ccc(OCCN2CCOCC2)cc1,-5,-5
CC(=O)N1CCCC1c1nc2cc(-c3ccc(F)c(C)c3)ccc2o1 (configuration not stated),-4,37
Cc1ccc(C(=O)Nc2ccc(S(N)(=O)=O)cc2)cc1Br,-3&1,-4&6
COc1cc2c(cc1OC)C(COc1ccc([N+](=O)[O-])cc1)N(C(=S)NC(C)(C)C)CC2 (configuration not stated),-2,24
Cc1ccc2ncc(C#N)c(N3CCC(C(=O)Nc4cccc(F)c4)CC3)c2c1,0,-1
Cc1oc2c(O)c(O)ccc2c(=O)c1Oc1ccccc1,-6,3
Cc1ccc(CNC(=O)C2CCN(c3cncnc3N3CCN(C)CC3)CC2)cc1,-3,8
COc1cc(C2C(C(N)=O)=C(C)Nc3nc(SCc4ccccc4)nn32)cc(OC)c1OC (configuration not stated),-7,3
